Compound activity deposited in PubChem BioAssay by several laboratories.
Hsp90 block: displaces geldanamycin probe from tumor Hsp90; inhibition, % at 30 µM; NCI-N417 lysate Hsp90, Cy3B-geldanamycin FP displacement; 64,000 tested, 0.35% active;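 active means inhibition above 50%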;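 further: 0% = tracer plus lysate wells and 100% = tracer alone without lysate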
CatG inh: blocks human cathepsin G enzyme activity | purified enzyme, AMC-tetrapeptide fluorescence, pooled mixtures | inhibition, % at 5 µM (by protocol) | 62,000 tested, 0.2% active | AID 581;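 active means inhibition above 20% in each of the two mixture wells holding the compound; inactive means inhibition of 20% or less in either well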;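 further: 0% = enzyme control without mixture and 100% = blank lacking enzyme; strong numbers were not always called active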
Target sequence (P08311 21-244 limits assumed): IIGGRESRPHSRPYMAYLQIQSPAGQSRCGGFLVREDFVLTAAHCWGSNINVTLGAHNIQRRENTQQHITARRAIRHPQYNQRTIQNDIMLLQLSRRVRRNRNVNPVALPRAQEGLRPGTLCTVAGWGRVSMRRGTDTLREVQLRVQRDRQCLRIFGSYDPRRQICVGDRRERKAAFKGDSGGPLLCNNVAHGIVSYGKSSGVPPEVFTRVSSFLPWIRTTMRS
C1s block: blocks human complement C1s protease activity | P09871 | purified C1s, fluorogenic AMC substrate, pooled mixtures | mean inhibition % of two 10-compound mixtures (hits give high values), % at 5 µM (by protocol) | 62,000 tested, 0.16% active;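 active means inhibition above 20% in each of the two 10-compound mixture wells holding the compound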;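 further: 0% = enzyme wells lacking compound mixture and 100% = no-enzyme blank wells; some compounds called inactive have numbers as strong as hits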
Cdc25B inh: human M-phase inducer phosphatase 2 inhibition; 65,000 tested, 0.1% active; AID 368; P30305; recombinant Cdc25B, OMFP fluorescence Ex485/Em525; inhibition, %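 (compounds tested at 10 µM final in the well)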; in the data active means inhibition above about 50%
DUSP1 inh: blocks human MKP-1 phosphatase activity | P28562 | recombinant MKP-1, OMFP hydrolysis fluorescence | inhibition, %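 (compounds tested at a single concentration somewhere between 10 and 100 µM)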 | 65,000 tested, 0.15% active;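 active means inhibition above about 50%, limit read from the data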;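 further: 0% = DMSO max control wells and 100% = wells with enzyme stopped by NaOH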
Target sequence (P28562 whole entry, looked up): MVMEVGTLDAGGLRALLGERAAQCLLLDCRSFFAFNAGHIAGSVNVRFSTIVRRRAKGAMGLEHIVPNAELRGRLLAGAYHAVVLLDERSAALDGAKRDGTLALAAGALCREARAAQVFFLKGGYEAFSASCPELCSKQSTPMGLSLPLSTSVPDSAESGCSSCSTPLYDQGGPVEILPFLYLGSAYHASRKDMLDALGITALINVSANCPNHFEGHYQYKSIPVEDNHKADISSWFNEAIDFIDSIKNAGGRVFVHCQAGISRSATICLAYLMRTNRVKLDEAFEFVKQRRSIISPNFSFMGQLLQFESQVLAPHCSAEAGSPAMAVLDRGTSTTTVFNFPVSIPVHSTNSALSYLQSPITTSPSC
FXIIa mix inh: blocks human factor XIIa in pooled compound mixtures. purified FXIIa, fluorogenic substrate. inhibition, % at 5 µM. 62,000 tested, 0.2% active. AID 684;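 further: 0% = enzyme without compound and 100% = no enzyme blank; some results filed as inactive read as strong as hits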
5HT1a ag: agonists of human 5-HT1a serotonin receptor; P08908; CHO 5-HT1a Ga15 NFAT-bla reporter, FRET ratio; 0% basal, 100% maximal reference agonist; activation, % at 10 µM; 65,000 tested, 0.56% active;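 active means activation above the screen-wide mean activation plus 3 SD, cut at about 19% in these data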;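 further: 0% = DMSO wells and 100% = 5-CT at EC100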
Target sequence (P08908 whole entry, looked up): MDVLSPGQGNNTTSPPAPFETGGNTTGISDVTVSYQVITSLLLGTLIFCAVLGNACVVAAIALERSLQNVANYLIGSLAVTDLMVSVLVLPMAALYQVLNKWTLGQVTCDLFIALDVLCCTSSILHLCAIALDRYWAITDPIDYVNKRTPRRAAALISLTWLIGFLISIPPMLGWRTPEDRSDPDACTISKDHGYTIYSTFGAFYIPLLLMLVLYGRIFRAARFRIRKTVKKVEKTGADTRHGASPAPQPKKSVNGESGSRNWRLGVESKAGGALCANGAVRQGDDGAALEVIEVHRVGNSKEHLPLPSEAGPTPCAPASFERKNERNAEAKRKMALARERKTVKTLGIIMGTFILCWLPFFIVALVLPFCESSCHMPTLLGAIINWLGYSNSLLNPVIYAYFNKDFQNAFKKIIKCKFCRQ
FXIa mix inh: factor XIa (human) inhibition, mixture screen; 62,000 tested, 0.19% active; inhibition, % at 5 µM; P03951; purified FXIa, fluorogenic substrate, pooled mixtures;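 further: each value is inhibition by a whole ten-compound pool holding the compound; 0% = enzyme with no mixture and 100% = wells lacking enzyme; strong numbers were not always called active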
CatL inh: blocks human cathepsin L protease activity | P07711 | purified cathepsin L, fluorogenic substrate, fluorescence | AID 460 | 58,000 tested, 0.17% active | inhibition, %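 (tested at 10 µM)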; in the data active means inhibition above about 45%;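 further: 0% = enzyme with no compound and 100% = no enzyme blank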
* hit, by the source's call; . = not tested or not shown. Unless noted, no stated cut-off is given here; in the data, active means inhibition above about 20% (passing the limit was not always enough); inactive means the rest.

SMILES	Hsp90 block	CatG inh	C1s block	Cdc25B inh	DUSP1 inh	FXIIa mix inh	5HT1a ag	FXIa mix inh	CatL inh
COc1ccc(C(=O)Nc2ccc(C)cn2)c(OC)c1	-3	0	-2	2	-6	2	0.7	15	30
Cc1cccc(C)c1OCC(=O)NCc1nnc(SCC(=O)NC2CCCCC2C)n1C (configuration not stated)	0	2	-31	-11	4	-6	-4.4	1	1
Cc1c(NC(=O)CCC2CCCCC2)c(=O)n(-c2ccccc2)n1C	.	1	-15	-11	-1	0	-3.2	7	1
CC1CCCC(C)N1C(=O)CSc1nnnn1Cc1ccccc1 (configuration not stated)	-3	9	2	-6	0	-2	2.1	0	34
CN(C)S(=O)(=O)Nc1ccc(C(=O)O)cc1	-4	3	2	6	11	2	-2.1	5	-10
CN1CCN(CCCNC(=O)CCCOc2cc(=O)n(C)c3ccccc23)CC1	-5	10	15	-5	-1	14	-2.3	4	18
CC(NC(=O)C(C)(C)C)c1nc2ccccc2n1C (configuration not stated)	.	-2	1	-4	-1	-20	-4.5	7	3
C=CCSc1nnc2c(n1)OC(c1cccnc1)Nc1ccccc1-2 (configuration not stated)	6	-23	-126	-3	1	13	-1.5	-37	3
Cc1[nH]nc2cn[nH]c12	2	.	.	-27	-8	.	0.9	.	16
CCc1nc(N2CCCC2)c(C#N)c2c1CCCC2	1	.	.	2	-32	.	3.1	.	-31
Cc1ccccc1NS(=O)(=O)c1ccc(OCC(=O)N2CCCC2)cc1	-9	-18	-54	-12	0	-1	3.7	-7	-10
CN(Cc1c(O)ccc2c1oc(=O)c1ccccc12)C1CCCCC1	-3	.	.	-10	-15	.	0.6	.	4
CCCCOCCCn1cnc2c([nH]c3cc(OC)ccc32)c1=O	-5	11	13	4	8	-1	0.8	5	3
C[C@@H]1CCC[C@H](C)N1NC(=O)c1ccc(Cl)c(S(N)(=O)=O)c1	-4	-3	4	-27	-10	0	-0.2	-2	20
O=C(COc1ccc2ccccc2c1Br)N1CCOCC1	-10	7	5	-13	8	5	-2.1	0	0
COc1ccc(CCNC(=O)c2ccc(CNc3c(N4CCOCC4)c(=O)c3=O)cc2)cc1OC	-2	2	-1	2	-3	5	-1.9	2	5
O=C(Nc1nc(-c2cc3ccccc3oc2=O)cs1)c1ccco1	-3	4	-21	-11	8	10	-1.6	15	.
O=C(c1ccc(F)cc1)N1CCC(N2CCCCCC2)CC1	-5	.	.	8	-10	.	-3.6	.	-4
O=c1oc2ccccc2cc1-c1cn2cccnc2n1	-5	-15	-35	-8	-20	7	-0.1	2	.
CC(=O)c1c(N)c(C#N)c(C)n1-c1ccc(Br)cc1	0	2	0	4	10	9	-0.5	-2	-8
CC1CCCCN1C(=O)C12CCC(C)(C(=O)C1)C2(C)C (configuration not stated)	-1	-13	-22	-11	7	9	-2.7	-6	-3
CCOC(=O)N1CCN(S(=O)(=O)c2cccc3nonc23)CC1	.	6	-27	-15	13	2	-3.1	-2	-3
CC(=O)Nc1ccc(-c2cn3cccnc3n2)cc1	-6	-1	-102	-5	4	-14	2.5	29	-228
CCN(CC)CCCNC(=O)c1cc(-c2ccc(Cl)cc2)on1	0	10	1	-16	-3	6	-1.3	1	6
CC(C)C(O)P(=O)(OCc1ccccc1)c1ccc(N(C)C)cc1 (configuration not stated)	-12	-1	-22	5	6	2	-0.6	7	-9

The last four entries of the section above come first, to join the parts:
SMILES	Hsp90 block	CatG inh	C1s block	Cdc25B inh	DUSP1 inh	FXIIa mix inh	5HT1a ag	FXIa mix inh	CatL inh
CCOC(=O)N1CCN(S(=O)(=O)c2cccc3nonc23)CC1	.	6	-27	-15	13	2	-3.1	-2	-3
CC(=O)Nc1ccc(-c2cn3cccnc3n2)cc1	-6	-1	-102	-5	4	-14	2.5	29	-228
CCN(CC)CCCNC(=O)c1cc(-c2ccc(Cl)cc2)on1	0	10	1	-16	-3	6	-1.3	1	6
CC(C)C(O)P(=O)(OCc1ccccc1)c1ccc(N(C)C)cc1 (configuration not stated)	-12	-1	-22	5	6	2	-0.6	7	-9
COc1ccc(CCn2nnnc2C(c2ccc(Cl)cc2)N2CCN(C)CC2)cc1OC (configuration not stated)	-4	8	-6	3	-17	5	1.3	2	22
CCc1[nH]c(C)c(C(C)=O)c1C	-6	-6	-39	-5	-18	-12	-5.1	2	-16
Cc1cccc(OCC(=O)N2CCN(C(=O)Cc3ccccc3)CC2)c1	2	13	2	-8	-5	4	-0.2	0	-9
Cc1cc(CC(C)C)n(-c2nc3ccccc3c(=O)n2OCC(=O)N(C)C)n1	2	10	10	-10	-26	3	1.3	4	7
COC(=O)C1=C(C)NC(C)=C(C(=O)OC)C1c1ccc(OC(=O)c2ccco2)cc1	-7	10	-44	-5	-6	4	-2.1	2	6
Cc1nc2ncnn2c(C)c1CCC(=O)N1CCc2ccccc2C1	-4	6	-16	-6	1	5	0.4	-3	6
CC(C)COc1ccc(C(=O)OC2CC(C)(C)OCC2CN(C)C)cc1 (configuration not stated)	2	-5	27	6	13	7	-2.3	-2	-9
CSCC[C@H](NC(=O)OC(C)(C)C)c1nnc(SCC=C(C)C)o1	3	-3	5	-13	-20	5	-0.8	6	-11
COc1ccc(C(C)NC(=O)c2ccoc2C)cc1OC (configuration not stated)	-1	12	18	-17	9	7	-1.1	11	15
O=c1c2c3c(sc2nc2n1CCCS2)CCCC3	-2	.	.	-3	-22	.	-2.6	.	-7
Cc1ccc(C(=O)C(NC(=O)c2ccco2)N2CCOCC2)cc1 (configuration not stated)	0	7	14	0	8	11	-2.3	9	1
COc1ccc(CCNC(=O)CSc2nncn2N)cc1OC	-4	10	16	-6	-7	2	-2.3	8	-4
COCCn1nnnc1CN1CCC(NC(=O)Nc2cccc(OC)c2)CC1	0	3	13	-16	-10	-21	1.8	7	25
COc1ccccc1NC(=O)CSc1nc(N)cc(N)n1	-4	10	-1	6	14	13	-0.4	7	-1
O=C(Nc1cccc2c1CCCC2)c1ccc(Br)o1	1	-1	-28	-5	3	-1	-1.1	12	20
CCOC(=O)CSC1=C(C#N)C(c2sccc2C)CC(=O)N1 (configuration not stated)	-3	-9	-22	-8	-7	11	-1.4	1	7
Cc1nc2ncnn2c(C)c1CCC(=O)NC(C)c1ccc2c(c1)OCCO2 (configuration not stated)	-2	-1	-1	-7	0	8	-2.2	5	3
N#Cc1nc(-c2cccs2)oc1N1CCOCC1	-1	0	-59	-7	-2	7	-1.6	-5	-187
Cn1c(=O)c2c(nc(NC3CCCCC3)n2CC(O)COc2ccccc2)n(C)c1=O (configuration not stated)	-1	3	-35	-17	8	0	-0.8	-3	7
OCCNCc1ccc(OC2CCCC2)cc1	-7	-11	0	-1	2	11	-0.5	4	-15
O=C(C1CCCN(S(=O)(=O)c2ccc(F)cc2)C1)N(Cc1cccs1)C1CC1 (configuration not stated)	.	7	11	-4	1	1	-2.2	6	-2
O=C(O)c1cc(S(=O)(=O)N2CCCCC2)ccc1F	-2	-1	1	-20	1	-1	-0.9	6	-5
CCCCn1c(SCC(=O)N2CCN(c3ccccc3)CC2)nc2ccsc2c1=O	0	0	-28	8	-2	-18	2.5	-1	9
CC(=O)c1cccc(NC(=O)NCc2cccs2)c1	-1	9	14	-6	6	14	-1.6	3	11
O=C(CN1CCOc2ccccc21)NC1CC1	0	4	4	-7	2	0	0.5	-1	13
Later entries.
SMILES	Hsp90 block	CatG inh	C1s block	Cdc25B inh	DUSP1 inh	FXIIa mix inh	5HT1a ag	FXIa mix inh	CatL inh
CCOC(=O)C1=C(CC)Nc2ccccc2N=C1NC(=O)c1cccc(S(=O)(=O)N2CCCC2)c1	-4	-4	4	-6	17	-13	-2.9	5	-2
Cc1oc(C)c2c(=O)ccc3c(c12)OC(N)=C(C#N)C3c1ccccc1Cl (configuration not stated)	-5	-8	13	6	-3	2	-0.1	1	10
C=CCn1c2ccccc2c2nnc(SCN3C(=O)c4ccccc4C3=O)nc21	.	14	16	-11	14	1	.	7	-4
CN(C)CCCN1C(=O)C(=O)/C(=C(/O)c2ccncc2)C1c1cccnc1 (configuration not stated)	-4	-1	2	1	-13	8	-2.3	3	5
COc1ccccc1-n1c(SCC(N)=O)nnc1-c1ccc(S(=O)(=O)N2CCCCC2)cc1	-2	1	1	1	8	4	0.6	8	-9
CCn1cc(C(=O)NCCCN2CC(C)CC(C)C2)c(=O)c2cc(S(=O)(=O)N(C)C)ccc21 (configuration not stated)	1	9	14	-13	11	3	-0.8	7	.
O=c1c2c(nc3n1CCCCC3)sc1c(O)cccc12	3	9	10	1	-5	0	-0.9	5	5
CCOc1ccc(NC(=O)CCN2CCN(c3ccccc3OC)CC2)cc1	1	-11	-29	-1	0	4	0.7	0	4
O=C(c1cc(-c2ccco2)on1)N1CCc2ccccc2C1	-6	6	2	0	28	6	-5.8	2	-4
O=C(O)c1ncn(Cc2ccccc2)c1C(=O)O	5	-14	-11	2	-10	3	0.3	4	7
CCOC(=O)N1CCN(CC(O)c2ccc3cc[nH]c3c2)CC1 (configuration not stated)	-4	-7	-5	-3	4	3	0.8	6	20
CCCN1Cc2cccc(C(=O)Nc3ccc4c(c3)OCCO4)c2C1=O	-3	8	-1	0	-2	4	-0.7	3	-1
COC(=O)c1c(C(=O)OC)c2cc(C)ccn2c1Cl	0	3	-2	-4	27	2	0.0	6	13
CC1CCCCC1NC(=O)CSc1nnc(CN2CCOCC2)n1C (configuration not stated)	0	7	-1	0	27	-1	-2.3	4	-14
CCCOc1ccccc1C1CC(=O)Nc2cc3c(cc21)OCCO3 (configuration not stated)	-1	10	12	1	7	5	-1.2	3	11
COc1ccc2cc(S(=O)(=O)N3CCCCC3)ccc2c1S(=O)(=O)N1CCCCC1	-8	-5	-41	-6	7	4	-1.0	-2	-2
c1ccc(-c2oc3ncnc(N4CCOCC4)c3c2-c2ccccc2)cc1	-14	9	2	2	18	10	-4.6	-2	-42
COCCOC(=O)C1=C(C)N=C2SCCC(=O)N2C1/C=C/c1ccccc1 (configuration not stated)	0	1	-7	3	4	4	-0.8	4	6
COCCn1c(CN2CCN(c3ccccc3F)CC2)nc2c1c(=O)n(C)c(=O)n2C	-4	-12	-20	-3	-3	14	0.1	0	13
CC(NC(=O)CC1Nc2ccccc2NC1=O)c1ccccc1 (configuration not stated)	0	10	8	11	8	6	-4.5	4	9
O=C(CNC(=O)c1ccco1)OCc1ccc(Cl)cc1	.	10	17	-14	4	5	-2.5	8	16
Cc1nc2sc(C(c3cccs3)N3CCC(C(N)=O)CC3)c(O)n2n1 (configuration not stated)	-2	2	-6	2	0	-2	0.4	9	2
CCN1C(=O)CC(Sc2ccccc2N)C1=O (configuration not stated)	-3	13	16	-2	9	-14	-0.1	6	-4
Cc1ccc(CCN2CC(C(=O)NCc3cccnc3)CC2=O)cc1 (configuration not stated)	0	1	-10	-2	-4	8	-1.1	6	9
CC(C(=O)N1c2ccc(F)cc2CCC1C)N1C(=O)c2ccccc2C1=O (configuration not stated)	-4	6	4	-10	2	2	0.8	5	-3
COc1ccc(N2CCN(C(=O)CN=C3NS(=O)(=O)C(c4ccc(C)cc4)=C3C)CC2)cc1	0	0	-5	-22	25	6	1.9	7	-8
COc1ccc(C(=O)Nc2ccc(S(=O)(=O)Nc3onc(C)c3C)cc2)cc1	-2	9	9	-3	16	-29	-4.6	9	-6
CCOC(=O)Cn1c(=O)oc2cc(S(=O)(=O)NCCc3ccc(OCC)c(OCC)c3)ccc21	-2	0	-7	-8	28	5	-0.2	10	.

Quoted at random: three records from the list, in no set order.
SMILES	Hsp90 block	CatG inh	C1s block	Cdc25B inh	DUSP1 inh	FXIIa mix inh	5HT1a ag	FXIa mix inh	CatL inh
CCn1cc(C(=O)NCCCN2CC(C)CC(C)C2)c(=O)c2cc(S(=O)(=O)N(C)C)ccc21 (configuration not stated)	1	9	14	-13	11	3	-0.8	7	.
COCCn1c(CN2CCN(c3ccccc3F)CC2)nc2c1c(=O)n(C)c(=O)n2C	-4	-12	-20	-3	-3	14	0.1	0	13
CCOC(=O)N1CCN(CC(O)c2ccc3cc[nH]c3c2)CC1 (configuration not stated)	-4	-7	-5	-3	4	3	0.8	6	20

Hits appear at their usual frequency. About 1.6% of those tested had a hit in this group.
